# Mtb BioA inh – inhibitors of Mycobacterium tuberculosis BioA enzyme; purified M. tuberculosis BioA enzyme, plate reader; inhibition, % at 9.99 µM; 360,000 compounds, 0.096% hits; AID 602481; in the data active = inhibition above about 40%; inconclusive = no clear call, values can overlap the other calls
# BoNT F protease – BoNT F light chain protease inhibition | 360,000 compounds, 0.22% hits | Multiplex microsphere protease cleavage assay, flow cytometry | inhibition, % at 10 µM | AID 588497; in the data active = inhibition above about 35%, passing the limit was not always enough; inconclusive = no clear call, values can overlap the other calls; also: plate controls were buffer without enzyme for full effect and enzyme alone for no effect
# PrPC surface inh – inhibitors of human cell surface prion protein PrPC; 370,000 compounds, 0.43% hits; P04156; TR-FRET read-out; inhibition, % at 13.8 µM; AID 720596; in the data active = inhibition above about 24%; also: 0% = median of the test wells and 100% = reference compound wells
# FBA Mtb inh – Mtb fructose-bisphosphate aldolase inhibition | 360,000 compounds, 2.3% hits | AID 588726 | inhibition, % at 1 µM | purified M. tuberculosis FBA, fluorescence read-out; in the data active = inhibition above about 27%;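 also: 0% = vehicle and 100% = reference inhibitor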
# Target sequence (P9WQA3 whole entry, looked up): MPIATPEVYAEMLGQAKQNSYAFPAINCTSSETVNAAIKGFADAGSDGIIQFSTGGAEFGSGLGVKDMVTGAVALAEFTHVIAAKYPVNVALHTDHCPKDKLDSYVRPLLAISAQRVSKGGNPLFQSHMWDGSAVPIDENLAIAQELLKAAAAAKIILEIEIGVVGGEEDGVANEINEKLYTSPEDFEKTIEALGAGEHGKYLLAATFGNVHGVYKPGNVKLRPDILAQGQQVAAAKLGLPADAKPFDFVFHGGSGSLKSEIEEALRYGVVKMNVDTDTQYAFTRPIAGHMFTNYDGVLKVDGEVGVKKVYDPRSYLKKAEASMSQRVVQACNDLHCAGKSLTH
# Rv3671c inh – inhibits the M. tuberculosis serine protease Rv3671c. P9WHR9. inhibition, % at 5.96 µM. 320,000 compounds, 0.048% hits; in the data active = inhibition above about 38%;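 also: extracellular domain of Rv3671c used as enzyme; 0% = enzyme with DMSO and 100% = no enzyme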
# UGM FP inh – blocks M. tuberculosis UGM enzyme; P9WIQ1; purified UGM, fluorescence polarization probe displacement; inhibition, % at 10 µM; 320,000 compounds, 0.06% hits; AID 504406; in the data active = inhibition above about 10%, passing the limit was not always enough; inconclusive = no clear call, values can overlap the other calls
# Target sequence (P9WIQ1 whole entry, looked up): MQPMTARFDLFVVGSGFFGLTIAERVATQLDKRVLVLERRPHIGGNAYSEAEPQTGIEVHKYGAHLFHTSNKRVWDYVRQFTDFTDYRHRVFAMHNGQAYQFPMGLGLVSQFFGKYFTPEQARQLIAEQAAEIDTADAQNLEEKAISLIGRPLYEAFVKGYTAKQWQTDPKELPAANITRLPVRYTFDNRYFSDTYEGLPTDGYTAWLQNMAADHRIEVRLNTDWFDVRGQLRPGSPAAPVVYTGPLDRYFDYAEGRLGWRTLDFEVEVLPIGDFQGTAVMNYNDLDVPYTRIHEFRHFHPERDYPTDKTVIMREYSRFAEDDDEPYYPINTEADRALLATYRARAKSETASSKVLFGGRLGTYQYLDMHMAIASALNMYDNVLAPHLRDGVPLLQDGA
# GDH-TPI inh – GDH-TPI coupled enzyme inhibition counter-screen | GDH-TPI coupled enzyme counterscreen, NADH absorbance | inhibition, % at 4.8 µM | 360,000 compounds, 1.2% hits | AID 588335; in the data active = inhibition above about 30%;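 also: 0% = DMSO wells and 100% = wells lacking the enzyme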
# MazF activator – increases E. coli MazEF RNase cleavage of RNA | FAM/BHQ RNA-DNA oligo cleavage fluorescence, 5 h | activation, % at 20 µM | 350,000 compounds, 0.32% hits; in the data active = activation above about 50%
# Target sequence (P0AE70 whole entry, looked up): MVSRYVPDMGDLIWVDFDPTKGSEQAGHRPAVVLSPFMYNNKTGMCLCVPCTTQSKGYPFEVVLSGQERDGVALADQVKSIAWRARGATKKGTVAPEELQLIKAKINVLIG
# FadD28 binding – inhibitors of Mycobacterium tuberculosis FadD28 bisubstrate binding | FadD28 bisubstrate probe binding, fluorescence polarization | inhibition, % at 12.5 µM | 360,000 compounds, 0.22% hits; in the data active = inhibition above about 8.5%, passing the limit was not always enough; inconclusive = no clear call, values can overlap the other calls
# * marks the source's active call; other numbers are inactive results; ? = inconclusive; / = not tested or not shown.
# A first look, two compounds:
SMILES,Mtb BioA inh,BoNT F protease,PrPC surface inh,FBA Mtb inh,Rv3671c inh,UGM FP inh,GDH-TPI inh,MazF activator,FadD28 binding
O=C(NCc1ccc(F)cc1)C1CC(=O)N(Cc2ccco2)C1 (stereo unspecified),-0.1,-2,-2,-2,-2,-1.6,9,7,-3.1
O=C(COC(=O)c1ccco1)NC1CCCc2ccccc21 (stereo unspecified),-1.5,3,5,-5,-4,0.4,0,2,-2.9

# All compounds of this part, from the first entry:
SMILES,Mtb BioA inh,BoNT F protease,PrPC surface inh,FBA Mtb inh,Rv3671c inh,UGM FP inh,GDH-TPI inh,MazF activator,FadD28 binding
O=C(NCc1ccc(F)cc1)C1CC(=O)N(Cc2ccco2)C1 (stereo unspecified),-0.1,-2,-2,-2,-2,-1.6,9,7,-3.1
O=C(COC(=O)c1ccco1)NC1CCCc2ccccc21 (stereo unspecified),-1.5,3,5,-5,-4,0.4,0,2,-2.9
Cn1nnnc1SCC(=O)N1CCN(c2ccccc2)CC1,2.3,-11,6,3,-14,5.4,6,-6,-0.4
N#C/C(=C(/O)c1ccc([N+](=O)[O-])cc1)c1nnc2n1CCCCC2,/,2,-5,0,1,2.2,13,-1,-0.4
CCOc1ccc2oc(=O)cc(CN3CCOCC3)c2c1,0.9,-8,7,7,/,1.0,14,8,0.3
O=c1ccc2cc(S(=O)(=O)Nc3ccc(Br)cc3)ccc2o1,1.6,?,3,-1,/,-0.6,-3,-1,-3.8
CCOC(=O)COc1cc(Br)c(/C=N/Nc2ccccc2)cc1OC,-0.3,11,61*,3,-6,0.6,13,10,-2.3
CCN1CCc2nc(NC(=O)C(c3ccccc3)c3ccccc3)sc2C1,-3.5,0,7,-2,-32,0.0,14,-13,-2.4
COc1ccc(/C=C/c2cccc[n+]2C)c(O)c1,0.9,2,-29,-8,-3,3.8,30,-7,-2.8
CCN=C1SC(C(=O)Nc2ccc(OC)cc2)CC(=O)N1CC (stereo unspecified),0.4,5,-7,1,5,3.2,4,-4,-0.6
O=C(Cc1ccc([N+](=O)[O-])cc1)Nc1cccc(C(=O)N2CCOCC2)c1,-0.1,2,-9,-2,2,-5.9,6,4,0.6
O=C(c1ccc2c(c1)OCO2)N1CCN=C1SCc1ccccc1,2.3,-6,6,-1,4,0.8,1,7,-0.8
CCOP(=O)(c1ccc(N(C)C)cc1)C(O)c1cc(OC)c(OC)c(OC)c1 (stereo unspecified),-1.4,-6,1,3,6,-1.6,10,7,0.5
COCCN1CCN(C(=O)C2CCC(=O)N(CCc3ccc(Cl)cc3)C2)CC1 (stereo unspecified),-0.7,-5,6,-1,-2,0.6,-3,3,-1.7
COc1ccc(CNC(=O)Cn2nc([N+](=O)[O-])c(Br)c2C)cc1,-0.1,?,-12,-1,-3,0.2,-3,10,-2.5

# Not a retest: an excerpt of the list.
SMILES,Mtb BioA inh,BoNT F protease,PrPC surface inh,FBA Mtb inh,Rv3671c inh,UGM FP inh,GDH-TPI inh,MazF activator,FadD28 binding
N#C/C(=C(/O)c1ccc([N+](=O)[O-])cc1)c1nnc2n1CCCCC2,/,2,-5,0,1,2.2,13,-1,-0.4
CCOc1ccc2oc(=O)cc(CN3CCOCC3)c2c1,0.9,-8,7,7,/,1.0,14,8,0.3
O=c1ccc2cc(S(=O)(=O)Nc3ccc(Br)cc3)ccc2o1,1.6,?,3,-1,/,-0.6,-3,-1,-3.8
CCOC(=O)COc1cc(Br)c(/C=N/Nc2ccccc2)cc1OC,-0.3,11,61*,3,-6,0.6,13,10,-2.3
CCN1CCc2nc(NC(=O)C(c3ccccc3)c3ccccc3)sc2C1,-3.5,0,7,-2,-32,0.0,14,-13,-2.4

# (more compounds)
SMILES,Mtb BioA inh,BoNT F protease,PrPC surface inh,FBA Mtb inh,Rv3671c inh,UGM FP inh,GDH-TPI inh,MazF activator,FadD28 binding
O=C(NCc1cccc(F)c1)c1ccc2nc(N3CCOCC3)sc2c1,0.3,-5,-1,0,6,-1.6,0,4,-1.7
CN(CCC#N)C(=O)CC1(Cc2ccccc2)CCOC(C)(C)C1 (stereo unspecified),-1.1,-7,1,-2,0,1.8,6,6,0.1
Cc1ccc(Cl)cc1-n1c(O)c(C=NCCCN2CCOCC2)c(=O)[nH]c1=O,0.0,-6,7,-2,3,-4.8,-4,1,-2.8
COc1cc(C)c(CN2CCCCC2CO)cc1C (stereo unspecified),-0.5,-8,3,4,4,-3.1,-1,5,1.0
CN(C)CCNc1oc(-c2cccc(Cl)c2)nc1C#N,-1.5,-4,-2,57*,-7,-0.8,1,5,-1.9
Cc1ccc(/C=N\NC(=O)CNC(=O)C23CC4CC(CC(C4)C2)C3)o1,0.3,-1,-6,1,4,-0.9,-9,2,1.9
O=C1CSC(c2nn(-c3ccccc3)cc2-c2cc3ccccc3oc2=O)N1Cc1ccco1 (stereo unspecified),-2.0,0,-5,7,-11,-3.3,24,-11,-0.4
Cc1cc(C)c(NC(=O)c2ccc(CNS(=O)(=O)c3cc(C(F)(F)F)ccc3Cl)cc2)c(C)c1,/,-8,5,0,-23,2.2,1,-7,-0.1
CC(=O)NC(NC(=S)Nc1ccc(N=Nc2ccccc2C)cc1C)C(Cl)(Cl)Cl (stereo unspecified),-1.0,20,8,1,6,-2.3,4,6,-1.4
CCOC(=O)N1CCC(N2C(=O)c3ccccc3C2=O)CC1,0.8,-1,-2,-2,4,0.9,-13,10,-0.3
O=C(CCSc1ccc(Cl)cc1)NC12CC3CC(CC(C3)C1)C2,-2.4,-13,-15,-3,-9,0.6,-2,2,-3.7
O=C1C(=O)N(Cc2cccnc2)C(c2cccc(O)c2)/C1=C(\O)c1ccc2c(c1)OCCO2 (stereo unspecified),-0.6,4,-1,-3,7,-2.3,18,-2,-3.4
COc1ccccc1N1CCN(CCCN2C(=O)C3CCCN3C2=O)CC1 (stereo unspecified),-0.7,-2,7,5,/,/,4,9,0.5
CC(CC(=O)O)CC(=O)Nc1cc([N+](=O)[O-])ccc1O (stereo unspecified),/,-3,2,-10,3,0.4,5,-6,-0.6
COC(=O)c1ccc(CSc2nnc(-c3ccncc3)n2Cc2ccccc2)o1,8.9,8,1,2,-1,1.9,1,-3,0.3
CC(=O)N1CCOCCOCCOCC1,/,?,-1,-1,0,-2.8,-7,5,-4.4
O=C(CSc1nc(=O)n(CCN2CCOCC2)c2c1CCC2)Nc1ccc(OC(F)(F)F)cc1,/,-18,-1,0,-2,-0.9,10,1,-2.7
CCOC(=O)C1=C(c2ccccc2)N=C2SCC(=O)N2C1c1ccc2c(c1)OCO2 (stereo unspecified),-1.5,4,-1,1,0,-2.5,11,2,-0.5
O=C(CCN1C(=O)c2ccccc2C1=O)NC(=S)Nc1cccc(Cl)c1,-0.6,-38,5,-3,-7,-0.7,7,6,-4.3
C=CCn1c(-c2csc3ccccc23)n[nH]c1=S,-0.5,-15,3,4,0,1.5,-1,2,-3.2
COc1cc(C(C)=O)ccc1OCc1cc(C(=O)N(C)CCC2CCCCO2)no1 (stereo unspecified),1.4,1,-1,2,-3,-1.5,9,6,-1.2
C[C@@H](C(=O)Nc1ccccc1N1CCOCC1)N1C(=O)C2CC=CCC2C1=O (stereo partly specified),-0.3,-5,1,-2,0,-0.5,-3,5,-3.0
COc1ccc(NC(=S)N(CCCN2CCOCC2)C(C)c2cc3ccccc3o2)cc1 (stereo unspecified),-0.1,-2,7,-1,-2,2.6,8,-6,0.1
COc1ccc(CNC(=O)c2ccc(-n3ccnc3)c3ccoc23)cc1OC,5.8,3,5,0,/,/,-8,/,-5.2
Cc1ccc(CCCOC(=O)CN2CCCCC2)cc1,/,0,1,-1,-2,-0.8,-2,2,-2.6
Cc1nn(Cc2ccc(F)cc2)c(C)c1NC(=O)c1cc(-c2ccc3c(c2)OCO3)on1,0.1,-4,4,1,3,-2.1,-5,-69,-2.0
OC1(CNCc2ccccc2)C2CC3CC(C2)CC1C3 (stereo unspecified),/,?,7,-1,4,-2.3,-2,7,-1.4
CCC(C)N1CCN(S(=O)(=O)c2ccc3ccccc3c2)CC1 (stereo unspecified),0.1,13,-1,-1,-3,-6.1,-4,3,-4.4
COC(=O)c1c(-c2c(Cl)cccc2Cl)noc1NC(=O)NN1CCOCC1,/,7,-1,3,1,-1.8,-3,5,-0.6
CCCCCCCCN1C(=O)C(O)=C(C(C)=O)C1c1ccccn1 (stereo unspecified),1.1,-45,-1,-2,2,0.7,10,4,-3.7
CC(C)C[C@H](NC(=O)c1[nH]cnc1C(=O)N[C@H](C)c1ccccc1)C(=O)OCc1ccccc1,-2.1,-7,3,0,-14,0.3,0,-4,-3.8
O=C1C=C(C2CCCCC2)C(=O)c2ccccc21,0.8,0,-8,1,/,/,5,5,0.8
CC(C)(C)C(=O)Nc1nnc(SCC(=O)NCc2ccco2)s1,/,-2,-6,-4,3,0.2,1,14,-0.2
NS(=O)(=O)c1ccc(NC(=O)COC(=O)C2CC2)cc1,-1.7,-1,-4,-1,-2,2.2,2,-2,-1.7
CCCc1cc(C(=O)Nc2ccc(CC)cc2)no1,-1.4,-10,9,0,1,1.9,11,6,-2.0
COc1ccc(NC(=O)/C(=C\c2ccco2)NC(=O)c2ccco2)cc1,/,-16,0,2,-8,-0.9,13,14,-1.2
CN(C(=O)CS(=O)(=O)c1cccc(Cl)c1)c1ccccc1,/,-3,7,-3,-6,1.4,2,4,-4.1
CS(=O)(=O)Nc1ccc(C2=NN(S(=O)(=O)c3ccccc3)C(c3cccs3)C2)cc1 (stereo unspecified),-1.0,-6,8,-4,-9,1.8,6,17,4.3
O=C(Nc1ccc2ncccc2c1)c1cccc(Br)c1,-0.5,-3,-3,0,-5,-0.2,-2,16,-1.4
COCCNC(=O)CSc1nc2cc(OC)c(OC)cc2c(=O)n1CCC1=CCCCC1,1.0,/,-9,-1,/,/,8,2,-1.2
CCCc1ccc2oc(C(=O)NCCN3CCCC(C(N)=O)C3)c(C)c2c1 (stereo unspecified),-4.4,-3,-1,6,0,4.3,8,4,-2.2
CCOC(=O)Cc1csc(NC(=O)CSc2nnnn2-c2ccc(C)c(C)c2)n1,1.5,5,0,1,-8,-2.8,4,-8,0.6
Cc1ccc(CCNC(=O)C2CCCN(S(=O)(=O)N3CC(C)CC(C)C3)C2)cc1 (stereo unspecified),0.4,7,3,0,-3,-3.2,-6,7,-1.8
CC(=O)c1ccc(S(=O)(=O)N(C)CCCC(=O)NCc2ccc3c(c2)OCO3)cc1,-1.1,-10,-4,84*,/,/,9,-16,-5.6
Clc1ccc2c(c1)C(c1ccccc1Cl)=NCc1nncn1-2,0.6,-14,2,1,-11,-0.7,7,-4,-4.4
O=C(CCCN1C(=O)c2cccc3cccc(c23)C1=O)N1CCN(c2ccccc2O)CC1,/,-10,-31,8,2,-3.4,25,-1,-1.5
O=C(O)c1cccc(NS(=O)(=O)c2ccc3c(c2)OCCCO3)c1,/,-2,8,-1,-1,1.9,-3,5,-0.2
COCCNC(=O)[C@H]1N2C(=O)c3c(ccc(OC)c3OC)C2SC1(C)C (stereo partly specified),-0.6,-8,3,3,-4,-0.9,-4,5,-4.9
COc1cccc(CC(=O)Nc2cc(S(=O)(=O)N3CCOCC3)ccc2N2CCOCC2)c1,-0.1,5,-6,-1,3,1.1,-6,1,0.7
COc1ccccc1CNC(=O)CN(C)S(=O)(=O)c1ccc2c(c1)c(=O)n(C)c(=O)n2C,-2.4,-5,1,0,5,-1.6,3,-14,-1.3
CN1C(=O)C2ON(c3ccccc3)C(c3cccs3)C2C1=O (stereo unspecified),-0.7,4,2,-5,-5,3.0,4,3,0.0
O=C(O)Cn1ccnc1[N+](=O)[O-],/,0,7,0,/,/,4,-3,-1.2
c1ccc(COc2cccc(-c3cc4nc(NCCOc5ccccc5)ccn4n3)c2)cc1,-1.4,-3,6,21,/,/,23,/,-1.0
CC(=O)c1cccc(NC(=O)C2(C)Cc3c(-c4ccccc4)ccnc3O2)c1 (stereo unspecified),8.5,-3,-6,-3,/,/,4,/,-3.1
O=C1N=C(N2CCCC2)CN1c1ccccc1,/,-7,1,7,5,-2.2,6,1,-0.6
COc1ccc(OC)c([C@@H]2OCCC=C[C@H]2C)c1,1.0,0,5,-2,10,0.6,7,0,0.0
Cc1noc(C)c1-c1ccc(C(=O)NC2CCCCC2)c2occc12,0.2,6,2,-1,/,/,2,/,-4.7
Cc1nc2sc(C(c3ccco3)N3CCN(c4cccc(Cl)c4)CC3)c(O)n2n1 (stereo unspecified),9.2,6,3,0,3,2.8,-1,2,-2.5
